High-throughput results (PubChem)
MOR-DOR inv ag: inverse agonist of human OPRM1-OPRD1 heterodimerization | P35372+P41143 | cell-based MOR-DOR heterodimer luminescence, inverse agonism | inhibition, % at 9.3 µM | 0.21% of 340,000 active; in the data active = inhibition above about 22%, passing the limit was not always enough;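 note: 0% = cells with DMSO and 100% = wells without cells with DMSO; values of inactives mirror those of a sister screen read the other way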
DAGLB inh: blocks human DAGLB lipase activity; Q8NCG7; HEK293T DAGLB membrane lysate, EnzChek fluorogenic substrate; 0.059% of 340,000 active; inhibition, % at 5.17 µM; in the data active = inhibition above about 34%;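 note: 0% = enzyme with vehicle and 100% = wells lacking enzyme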
Pemphigus Ab inh: human desmoglein-3 autoantibody binding inhibition | 0.48% of 310,000 active | DSG3-coupled beads, scFv-anti-DSG3-GFP binding, flow cytometry; hits give low values | binding (percent of control), % at 10 µM | AID 588358;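 active = binding more than 3 SD below its plate's average and above zero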;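 note: hits lower antibody fragment binding to DSG3; some compounds called inactive have numbers as strong as hits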
Target sequence (P32926 whole entry, looked up, the tested form may be a part): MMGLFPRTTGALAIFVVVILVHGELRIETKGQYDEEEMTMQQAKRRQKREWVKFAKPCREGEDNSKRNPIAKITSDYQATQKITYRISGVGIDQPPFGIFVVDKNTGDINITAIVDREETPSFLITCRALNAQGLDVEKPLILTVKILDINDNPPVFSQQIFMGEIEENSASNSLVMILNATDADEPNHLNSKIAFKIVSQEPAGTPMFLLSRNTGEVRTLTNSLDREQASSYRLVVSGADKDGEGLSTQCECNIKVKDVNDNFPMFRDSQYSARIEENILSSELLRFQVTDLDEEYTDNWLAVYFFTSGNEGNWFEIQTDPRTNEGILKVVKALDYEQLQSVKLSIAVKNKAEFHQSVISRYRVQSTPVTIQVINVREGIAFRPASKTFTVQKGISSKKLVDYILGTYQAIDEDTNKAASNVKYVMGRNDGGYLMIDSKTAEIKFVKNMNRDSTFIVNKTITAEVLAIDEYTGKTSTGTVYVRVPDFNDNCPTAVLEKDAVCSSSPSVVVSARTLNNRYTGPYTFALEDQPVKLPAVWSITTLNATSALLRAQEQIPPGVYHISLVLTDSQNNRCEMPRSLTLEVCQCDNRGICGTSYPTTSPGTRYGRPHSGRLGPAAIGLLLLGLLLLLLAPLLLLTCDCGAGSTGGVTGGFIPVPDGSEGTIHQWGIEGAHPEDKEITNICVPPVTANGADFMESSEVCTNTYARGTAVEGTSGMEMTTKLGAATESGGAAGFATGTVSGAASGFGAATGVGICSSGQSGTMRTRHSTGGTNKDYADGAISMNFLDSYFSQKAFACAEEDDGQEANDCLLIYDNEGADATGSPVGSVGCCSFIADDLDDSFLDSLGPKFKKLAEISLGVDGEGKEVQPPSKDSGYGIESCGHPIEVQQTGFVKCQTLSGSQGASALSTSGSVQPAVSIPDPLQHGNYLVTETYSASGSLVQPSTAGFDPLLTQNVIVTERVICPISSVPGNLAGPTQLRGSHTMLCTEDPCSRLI
V-ATPase pHluor: regulators of yeast V-ATPase proton transport; S. cerevisiae, pHLuorin cytosolic pH fluorescence; response, % at 10 µM; 0.37% of 350,000 active; AID 504577; in the data active = response mostly above about 7.3%, no sharp cut-off; inactive = mostly below about 5.4%; note: actives read high; inactives centre near 0; some compounds called inactive have numbers as strong as hits; reference of the scale not given here
HTR5A inv ctr: counter-screen for OPRM1-OPRD1 inverse agonists: human HTR5A inverse agonism | P47898 | HTR5A cell line, luminescence | inhibition, % at 9.3 µM | 0.083% of 340,000 active; in the data active = inhibition mostly above about 23%, no sharp cut-off; inactive = mostly below about 18%;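 note: 0% = cells with DMSO and 100% = no-cell wells with DMSO; some compounds called inactive have numbers as strong as hits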
OPRM1-OPRD1 ag: OPRM1-OPRD1 heterodimerization agonism | P35372+P41143 | cells, luminescence | activation, % at 9.3 µM | 0.3% of 340,000 active; in the data active = activation above about 18%;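 note: 0% = vehicle-treated cells and 100% = reference agonist; values of inactives mirror those of a sister screen read the other way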
PKA-R2B activ: activators of human PKA-R2B complex; PKA-R2B holoenzyme dissociation, Cy5-IP20 fluorescence polarization; R2B truncated from residue 108, S112A mutant; 0% DMSO only, 100% 113 µM cGMP; AID 504700; P22694+P31323; 0.079% of 340,000 active; activation, % at 11.4 µM;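 active = activation above a cutoff set at the mean over all compounds plus 3 SD, cut at about 18% in these data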;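 note: higher means more holoenzyme dissociation and a rise in polarization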
PKA-R1A activ: activators of PKA-R1A complex. P00514+P68181. PKA-R1A dissociation, Cy5-IP20 fluorescence polarization; scaled: DMSO 0%, 113 µM cGMP 100%. activation, % at 11.4 µM. 0.083% of 340,000 active. AID 504707;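 active = percent activation above the mean of all tested compounds plus 3 SD, cut at about 19% in these data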;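 note: higher means more PKAc released from R1A so a rise in polarization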
HTR5A ag: counter-screen for OPRM1-OPRD1 agonists: human HTR5A agonism. HTR5A agonist assay, luminescence, cell-based. activation, % at 9.3 µM. 0.61% of 340,000 active. AID 504692; in the data active = activation mostly above about 9.5%, no sharp cut-off; inactive = mostly below about 7.6%;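 note: 0% = cells with vehicle only and 100% = reference agonist; strong numbers were not always called active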
Arrestin-AP2 inh: blocks beta-arrestin peptide binding to AP2 adaptin; FITC-arrestin peptide / GST-AP2 beads, flow cytometry; AP2 beta2 appendage carries R879A mutation; inhibition, % at 10 µM; 0.31% of 340,000 active; AID 504490;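 active = inhibition above a set limit, near 3 SD of compounds lacking own fluorescence, cut at about 54% in these data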;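 note: plate controls were DMSO wells for no effect and 5 µM unlabelled arrestin peptide for full effect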
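System: GST-AP2 R879A glutathione beads. Medium: PBS with 0.05% Tween 20 and 0.1% BSA. Also added: FITC-arrestin peptide, 50 nM. Incubation: 12 min plus 1 h, RT. Measured by: high-throughput flow cytometry of beads, ex 488, em 535 nm. Evaluation: percent drop in bead-associated FITC signal.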
Active calls of the source: *; / = no result given.

SMILES	MOR-DOR inv ag	DAGLB inh	Pemphigus Ab inh	V-ATPase pHluor	HTR5A inv ctr	OPRM1-OPRD1 ag	PKA-R2B activ	PKA-R1A activ	HTR5A ag	Arrestin-AP2 inh
CCOC(=O)C1(CCc2ccccc2)CCN(Cc2ccco2)CC1	-171.3	-5.2	100.2	/	-16.5	23.8*	-1.9	-0.9	-0.9	20.4
CCC(=NC1CC1)c1c(O)n(C2CCCCC2)c(=O)[nH]c1=O	4.7	4.6	99.5	-0.6	-11.3	-0.9	5.3	-2.2	-0.3	39.6
CC(=O)c1c(C)n(CC2CCCO2)c2ccc(O)cc12 (configuration not stated)	4.2	1.5	127.5	2.8	8.2	-0.9	7.6	-5.3	-1.4	1.4
CCC(COC(=O)NC)NC(=O)Oc1cccc(C)c1 (configuration not stated)	-22.7	-0.1	102.3	6.5	7.1	4.0	-4.1	-12.7	-5.2	-0.4
COC(=O)C1=C(c2cccc3c2S(=O)(=O)c2ccccc2-3)C[C@@H]2CC[C@H]1N2C(=O)N1CCc2cc(OC)c(OC)cc2C1	-16.6	-1.6	98.7	0.4	-2.4	3.6	-4.0	-2.6	-1.1	20.8
CCC(C)N1C(=O)NC(=O)C2(Cc3c(ccc4ccccc34)N(C)C2)C1=O (configuration not stated)	-126.1	4.3	/	-3.3	-29.7	20.2*	-5.5	0.8	13.5	21.6
COc1cccc(CN2CCNCC2)c1	1.5	0.4	103.7	-0.5	4.1	-0.3	-9.2	5.1	-1.9	15.8
CCn1c(O)c(/C(C)=N/N2CCCCC2c2cccnc2)c(=O)[nH]c1=S (configuration not stated)	17.2	1.2	86.0	7.0	15.4	-3.4	-0.3	-10.2	-1.1	-0.9
CC1C(c2cccs2)=[N+]([O-])C(C)(C(=O)c2cccs2)N1O (configuration not stated)	9.2	-0.8	105.0	-0.9	-5.4	-1.8	-12.0	-0.5	1.6	36.7
CN1C(=O)C(C2(C#N)CCCCC2)C(=O)N(C)C1=O	16.3	-0.3	92.5	-0.1	-20.4	-3.1	3.8	0.9	6.3	0.7
NCCCN1CCN(c2ccccc2)CC1	7.8	5.8	106.0	-1.4	-4.0	-1.4	-5.0	-0.5	1.4	25.5
CCOc1ccccc1-n1c(O)c(C=NCc2ccc3c(c2)OCO3)c(=O)[nH]c1=O	-2.1	0.7	97.8	1.1	-12.1	0.4	-3.7	16.6	-3.2	-1.2
COC(=O)C1=C(c2cccc(OCc3ccccc3)c2)C[C@@H]2CC[C@H]1N2C(=O)NCc1ccc(C(F)(F)F)cc1	-14.1	-15.2	104.8	-6.4	-29.1	2.4	-7.1	-0.1	9.9	4.8
O=S(=O)(c1ccc(F)cc1)N1CN2CCN(C2)C1	17.6	1.4	115.0	-1.6	3.5	-3.6	-13.2	-5.5	-1.0	-3.1
Clc1ccccc1CNCCc1c[nH]c2ccccc12	/	0.8	104.9	-1.4	/	/	-1.6	-6.1	/	/
Cc1[nH]c2ccccc2c1/C=N/O	3.5	0.0	96.0	-5.9	12.4	-0.7	-2.1	-8.1	-4.6	4.5
COc1cc2c(C(=O)O)c(C)n(C)c2cc1Br	11.4	0.4	101.2	-0.4	6.5	-2.3	5.0	-8.4	-2.4	0.9
Cc1ccc(-n2c(C)nc3ccccc3c2=O)cc1C	16.9	-1.4	94.4	0.4	11.9	-3.3	0.7	-1.6	-4.6	7.4
CCCS(=O)(=O)N1CCC(C(=O)N2CCC3(CC2)OCCO3)CC1	3.2	1.8	110.7	0.6	-18.3	-0.6	-0.3	1.6	0.5	-1.9
CCOC(=O)c1c(-n2c(C)cc(/C=C3\C(=O)NC(=O)N(C)C3=O)c2C)sc2c1CCCC2	9.0	0.2	102.9	-2.4	-13.4	-1.5	-10.5	-9.1	5.0	6.9
COc1cc2c(cc1OC)-c1c(OC)c(OC)cc3c1[C@H](C2)N(C)CC3	-11.1	4.2	102.4	3.4	-16.9	2.1	-1.1	0.0	0.5	25.6
CC(=O)N1CCN(CCN=Cc2c(O)n(-c3ccc(F)cc3)c(=S)[nH]c2=O)CC1	15.1	-2.4	96.1	0.0	-14.7	-3.4	4.6	-1.4	3.9	1.3
CCC(C)n1c(O)c(C=Nc2cccc(C(F)(F)F)c2)c(=O)[nH]c1=S (configuration not stated)	-6.5	-0.3	76.4	7.7	-7.1	1.4	11.6	-0.8	1.1	1.8
COc1ccc(OC)c(CC(=O)O)c1	2.3	2.8	100.5	3.1	-15.5	-0.4	-2.9	-10.0	1.1	-2.9
O=C1NC(=O)N(c2cccc(Cl)c2)C(=O)/C1=C\c1ccc(Sc2nc3ccccc3[nH]2)o1	-18.6	26.2	94.2	2.9	20.1	4.0	2.9	-0.8	-2.3	/
COc1ccc(C(=O)C2CCCN(Cc3cnc(C)s3)C2)cc1OC (configuration not stated)	11.9	0.5	102.3	2.2	-0.7	-2.6	-8.5	2.9	-0.5	-6.1
COC(=O)C1=C(c2c(C)noc2C)C[C@@H]2CC[C@H]1N2C(=O)N1CCC(O)CC1	6.5	-2.0	102.4	-1.3	-23.8	-1.2	4.5	2.4	2.5	-4.2
CC(C)CC(C)N (configuration not stated)	12.5	3.8	101.8	2.2	6.3	-2.3	1.5	0.4	-1.5	20.8
CCCCOC(=O)c1ccccc1C(=O)OCCCC	-6.1	-6.6	90.7	-0.7	-2.4	1.4	0.0	-2.5	1.0	-3.6
O=c1cccc2n1CC1CC2CN(S(=O)(=O)c2ccc(F)cc2)C1 (configuration not stated)	8.2	0.8	95.7	-0.5	0.1	-1.6	-10.2	3.1	3.6	-0.2
COC(=O)C1C2c3ccccc3OC1(C)N=c1s/c(=C/c3cnn(C)c3C)c(=O)n12 (configuration not stated)	3.8	-7.0	102.5	-1.3	-38.7	-0.7	4.8	6.2	13.8	-0.2
CC(NCC#Cc1ccccc1)C(O)c1ccccc1 (configuration not stated)	-14.4	-3.2	97.6	1.2	7.5	3.0	11.0	-0.6	0.8	13.9
Cc1nn(Cc2ccccc2)c(Cl)c1C(=O)OCC(=O)NCC1CCCO1 (configuration not stated)	5.1	2.7	101.2	-1.0	-31.6	-1.0	-1.4	-8.4	-4.1	-6.4
Cc1ccc(C2SCC(=O)Nc3c2c(=O)[nH]n3C2CCOC(C)(C)C2)cc1 (configuration not stated)	11.5	2.9	/	-1.9	8.6	-2.7	3.6	0.0	-3.4	21.6
CCN(CC)C(=O)Cn1cc(C=C2C(=O)N(C)C(=O)N(C)C2=O)c2ccccc21	6.6	-0.8	98.7	-95.8	-17.1	-1.5	3.4	3.5	4.8	14.4
CN(C)[C@@H]1C(=O)C(C(N)=O)=C(O)[C@@]2(O)C(=O)C3=C(O)c4c(O)ccc(Cl)c4[C@@](C)(O)[C@H]3C[C@@H]12	-1.4	1.9	89.9	-1.9	-13.5	0.2	6.2	-6.8	5.7	7.5
O=C(O)c1ccccc1-c1ccc(C=C2C(=O)N(c3ccccc3)C(=S)N(c3ccccc3)C2=O)o1	9.0	4.2	115.6	3.3	-29.3	-1.8	-0.7	4.3	4.2	5.5
CC(Cc1ccccc1Sc1ccccc1)N(C)C (configuration not stated)	14.1	-4.5	97.0	0.6	3.8	-2.7	-8.2	-4.9	0.5	32.3
Cc1[nH]c2ccccc2c1C(=O)C(=O)N1CC2CC(C1)c1cccc(=O)n1C2 (configuration not stated)	3.7	4.7	101.1	9.1*	-5.2	-0.7	-3.1	-6.9	1.9	-35.3
COc1ccc(NC2(C#N)CCCCC2)cc1	16.0	0.5	97.3	3.0	5.4	-3.1	-9.8	3.7	-1.9	-10.7
O=C(c1ccc2c(c1)OCO2)N1CCC2(CC1)OCCO2	13.9	0.3	89.2	-3.8	0.7	-2.6	-14.5	-2.0	2.3	-1.3
C[C@@H]1CN([C@@H](C)CO)C(=O)CCCn2nncc2CO[C@@H]1CN(C)C(=O)Oc1ccccc1	/	1.2	105.7	6.5	/	/	-4.9	-8.8	/	/
CCCCn1c(O)c(C(C)=NCC2CCCO2)c(=O)[nH]c1=O (configuration not stated)	12.7	0.4	99.0	-0.9	-21.6	-2.9	-8.8	-6.6	7.9	0.4
CC1=NN=C(c2ccc(N)cc2)c2cc3c(cc2C1)OCO3	-47.8	2.8	113.0	-2.2	-92.7	8.6	-8.2	7.5	18.4	-0.9
Cc1ccc(C2=NN(CCC(=O)N3CCC4(CC3)OCCO4)C(=O)CC2)cc1	18.7	1.0	94.0	-1.4	2.5	-3.6	-12.9	-8.3	-0.1	5.2
CCOc1ccc(NC(=O)N2C[C@H]3C[C@@H](C2)c2cccc(=O)n2C3)cc1	7.6	-3.4	101.1	4.5	2.1	-1.5	1.1	-6.2	1.6	14.2
COc1ccc(C2SCC(=O)Nc3c2c(=O)[nH]n3C2CCCCCC2)cc1 (configuration not stated)	11.2	4.1	100.8	0.0	3.7	-2.2	-7.4	3.0	-1.6	17.8
CN1CCc2cc3c(c4c2C1Cc1ccccc1-4)OCO3 (configuration not stated)	-37.5	0.0	103.0	0.2	-7.9	7.8	-1.5	-2.6	2.1	-0.7
Cc1ccc(Cn2nnnc2CN2CCC(n3nnc4cc(C)ccc43)CC2)cc1	/	-0.1	122.6	-4.8	/	/	1.5	-13.2	/	-1.1
c1cc2c(cc1CCNC1CCCCCC1)OCO2	4.6	-2.8	97.2	1.5	0.5	-0.9	-6.3	7.0	-0.2	7.7
COc1ccc(-c2nn(CCC#N)cc2C(=O)NCc2ccccc2)cc1[N+](=O)[O-]	5.8	1.4	110.5	-3.0	-11.1	-1.1	9.5	-5.6	4.0	18.9
CN(C(=O)Cc1ccc(Cl)c(Cl)c1)C(CN1CCCC1)c1cccc(OCC(=O)O)c1 (configuration not stated)	-308.2	2.0	95.2	2.4	-4.5	57.0*	-5.5	19.0*	1.2	7.6
CC(=NCCN(C)C)c1c(O)n(Cc2ccccc2)c(=O)[nH]c1=O	-5.0	-4.6	/	1.5	-29.2	1.0	9.3	3.3	8.3	2.7
O=c1c2ccccc2nc(-c2ccoc2)n1-c1ccccc1Cl	19.9	-2.5	/	1.2	17.5	-3.7	-5.6	6.2	-3.1	1.6
CCOP(=O)(OCC)C(NC(=O)C(C)C)C(Cl)(Cl)Cl (configuration not stated)	3.5	0.8	68.1	2.5	-30.9	-0.7	-1.6	-2.8	1.4	4.9
Cc1ccc2c(c1)CNc1ccccc1O2	6.2	-2.3	104.3	-1.9	-19.4	-1.2	-3.6	3.4	5.3	4.5

The list is partial. The share of hits here may be higher or lower than overall.
